OX1R antag – blocks the human orexin 1 receptor; O43613; OX1R-expressing cells, FRET antagonist read-out; inhibition, % at 6.6 µM; 330,000 compounds, 1.8% hits; AID 485270; in the data active = inhibition mostly above about 38%, no sharp cut-off; inactive = mostly below about 40%;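 note: 0% = agonist challenge alone and 100% = reference antagonist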
Target sequence (O43613 whole entry, looked up): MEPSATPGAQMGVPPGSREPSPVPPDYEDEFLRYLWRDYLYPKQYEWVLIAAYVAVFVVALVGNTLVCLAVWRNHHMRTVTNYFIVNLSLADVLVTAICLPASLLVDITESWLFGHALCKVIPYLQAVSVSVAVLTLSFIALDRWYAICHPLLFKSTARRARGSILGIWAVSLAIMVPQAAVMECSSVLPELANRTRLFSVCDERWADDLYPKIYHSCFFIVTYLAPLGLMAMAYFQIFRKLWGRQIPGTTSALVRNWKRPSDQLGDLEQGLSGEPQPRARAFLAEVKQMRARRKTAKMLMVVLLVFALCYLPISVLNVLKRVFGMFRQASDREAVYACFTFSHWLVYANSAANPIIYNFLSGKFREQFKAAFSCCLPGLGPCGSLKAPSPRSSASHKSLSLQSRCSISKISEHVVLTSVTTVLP
STK33 inh – human STK33 kinase inhibition | AID 2661 | 320,000 compounds, 0.073% hits | purified STK33, MBP phosphorylation, ADP-Glo luminescence | inhibition, % at 10 µM;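 active = inhibition at or above 25%, using the most active replicate where run in duplicate; inactive = inhibition below 25%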
* marks the source's active call; other numbers are inactive results.

OX1R antag	STK33 inh	canonical_smiles
30	2.0	COc1ccccc1N1CCN(C(=O)CSc2nc3ccccc3c(=O)n2CC2CCCO2)CC1 (stereo not drawn)
15	0.1	CC(C)(C)c1nc2ccccc2c2nnc(SCC(=O)Nc3nc4ccccc4s3)n12
14	-0.1	C=CCN(C(=O)c1csnn1)C(C(=O)NCc1ccc(F)cc1)c1ccccc1 (stereo not drawn)
1	-0.8	O=C(C1=COCCO1)N(Cc1nnc(-c2ccccc2Cl)o1)C1CC1
16	-1.3	O=C(NNC(=O)c1ccc2ccccc2c1)Nc1ccc(F)cc1
2	-0.4	CCCCN(CC)C(=O)c1ccc(Cl)cc1
1	-2.4	Cc1cc(C)c(NC(=O)c2sc3nc(C)[nH]c(=O)c3c2C)c(C)c1
4	1.2	COc1ccccc1C1Nc2ccccc2NC2=C1C(=O)CC(C)(C)C2 (stereo not drawn)
1	-0.7	COc1ccc(S(N)(=O)=O)cc1C(=O)OCC(=O)NC(C)(C#N)C1CC1 (stereo not drawn)
19	1.8	COc1cc(OC)c2c(C)c(Cl)c(=O)oc2c1

Record cards, from the list above.
Entry for O=C(NNC(=O)c1ccc2ccccc2c1)Nc1ccc(F)cc1 = OX1R antag: 16; STK33 inh: -1.3
Entry for Cc1cc(C)c(NC(=O)c2sc3nc(C)[nH]c(=O)c3c2C)c(C)c1 = OX1R antag: 1; STK33 inh: -2.4

Next part:
OX1R antag	STK33 inh	canonical_smiles
63	-1.9	CS(=O)(=O)c1ccc(C(=O)OCC(=O)NC2CCS(=O)(=O)C2)cc1[N+](=O)[O-] (stereo not drawn)
25	0.3	CCn1cnc2cc(NC(=O)c3ccc(C)cc3)ccc21
12	3.0	COc1ccc(OCC(=O)O/N=C(\N)Cc2cccs2)cc1
17	-1.7	COc1ccc(N2CC(C(=O)N3CCN(Cc4ccc5c(c4)OCO5)CC3)CC2=O)cc1 (stereo not drawn)
51	-0.6	CC1(OC(=O)C2CCCC2)C(=O)C=C2C=C(c3ccsc3)N(C3CCCC3)C=C2C1=O (stereo not drawn)
26	-1.2	O=C(c1ccc(CN2CCc3ccccc3C2)cc1)N1CCN(c2ccccc2)CC1
-3	-0.3	Nc1c(N(Cc2ccccc2)C(=O)CCc2ccccc2)c(=O)[nH]c(=O)n1Cc1ccccc1
4	-2.5	CCCCNC(=S)NCc1ccc2[nH]c(C)cc2c1
6	-0.7	CCOc1ccc(C(=O)N2CCc3ccccc32)cc1
6	-2.3	CCCCN(CCCC)S(=O)(=O)c1ccc(NC(=O)CN2CCOCC2)cc1
38	1.4	CCCCCC(=O)Nc1cccc(C2=NOC3(C2)C[C@@H](C(N)=O)N(C(=O)Cc2ccc([N+](=O)[O-])cc2)C3)c1 (stereo partly drawn)
7	-1.4	O=C(Cn1ncc(N2CCOCC2)c(Cl)c1=O)c1ccc(Cl)cc1
14	-0.9	NC(=O)C1(N2CCCCC2)CCN(CC(=O)Nc2ccccc2Sc2ccccc2)CC1
6	3.2	CCNc1nnc(SCC(=O)c2c(N)n(C3CC3)c(=O)[nH]c2=O)s1
15	0.0	Cc1ccnc(N2CCC(C(=O)Nc3nnc(C)s3)CC2)n1
9	-1.3	O=c1c2c([nH]c3ccccc13)CCC2
8	-1.1	O=C(CN1CCN(C(c2ccccc2)c2ccccc2)CC1)NC(=O)NCc1ccco1
8	-0.3	Cn1cccc1C1CCCN1CC(=O)Nc1ccc(F)c(F)c1F (stereo not drawn)
4	-0.5	COC(=O)Cc1csc(Nc2ccccc2Cl)n1
13	-2.1	CN(C)c1ccc(C(C(=O)NC2CCCCC2)N(Cc2ccco2)C(=O)c2snc(C(N)=O)c2N)cc1 (stereo not drawn)

Of the compounds above, 3 have two or more sulfur atoms.
OX1R antag	STK33 inh	canonical_smiles
15	0.1	CC(C)(C)c1nc2ccccc2c2nnc(SCC(=O)Nc3nc4ccccc4s3)n12
63	-1.9	CS(=O)(=O)c1ccc(C(=O)OCC(=O)NC2CCS(=O)(=O)C2)cc1[N+](=O)[O-] (stereo not drawn)
6	3.2	CCNc1nnc(SCC(=O)c2c(N)n(C3CC3)c(=O)[nH]c2=O)s1

Three records picked at random from those above:
OX1R antag	STK33 inh	canonical_smiles
14	-0.9	NC(=O)C1(N2CCCCC2)CCN(CC(=O)Nc2ccccc2Sc2ccccc2)CC1
7	-1.4	O=C(Cn1ncc(N2CCOCC2)c(Cl)c1=O)c1ccc(Cl)cc1
13	-2.1	CN(C)c1ccc(C(C(=O)NC2CCCCC2)N(Cc2ccco2)C(=O)c2snc(C(N)=O)c2N)cc1 (stereo not drawn)

(next part)
OX1R antag	STK33 inh	canonical_smiles
21	0.2	Cc1cc(-c2csc(N)n2)c(C)n1Cc1ccccc1
0	0.9	O=C(CSc1nc2[nH]c(=O)cc(O)c2s1)Nc1cccc(Br)c1
16	0.5	Cc1ccc(O)c(CNc2ccc(S(=O)(=O)Nc3nccs3)cc2)c1
10	0.1	O=C(CCn1cnc2ccccc2c1=O)Nc1ccc2c(c1)OCCO2
6	-0.8	CN1CCn2c1nc(N1CCOCC1)nc2=O
14	-1.3	O=C(NCc1ccc2c(c1)OCO2)c1sccc1Br

Assay outcomes deposited in PubChem by several laboratories.
